proCasp3 act: procaspase-3 (human) activation. P42574. recombinant procaspase-3 D3A, Ac-DEVD-pNA absorbance 405 nm. activation, % at 8.5 µM. 330,000 compounds, 0.11% hits. AID 463141;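 active = activation above the mean of all tested compounds plus 3 SD, cut at about 21% in these data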;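 note: 0% = DMSO alone and 100% = DMSO wells spiked with extra 5 µM PC-3 D3A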
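Test system: Procaspase-3 D3A mutant; medium: Zinc-free HEPES/NaCl buffer with 0.01% Triton X-100 at pH 7.4; reagent: DEVD-pNA substrate; doses: one concentration, 8.5 µM nominal, 0.8% DMSO; times: 1 h preincubation plus 2 h reaction at 25 °C; signal: Epi-absorbance at 405 nm of released p-nitroaniline, 0 and 120 min; replicates: singlicate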
AHR act: activators of human aryl hydrocarbon receptor; AHR-responsive luciferase reporter cells, luminescence; activation, % at 5 µM; AID 2796; 320,000 compounds, 2.5% hits; in the data active = activation above about 47%;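 note: 0% = vehicle wells and 100% = reference agonist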
Target sequence (P35869 whole entry, looked up): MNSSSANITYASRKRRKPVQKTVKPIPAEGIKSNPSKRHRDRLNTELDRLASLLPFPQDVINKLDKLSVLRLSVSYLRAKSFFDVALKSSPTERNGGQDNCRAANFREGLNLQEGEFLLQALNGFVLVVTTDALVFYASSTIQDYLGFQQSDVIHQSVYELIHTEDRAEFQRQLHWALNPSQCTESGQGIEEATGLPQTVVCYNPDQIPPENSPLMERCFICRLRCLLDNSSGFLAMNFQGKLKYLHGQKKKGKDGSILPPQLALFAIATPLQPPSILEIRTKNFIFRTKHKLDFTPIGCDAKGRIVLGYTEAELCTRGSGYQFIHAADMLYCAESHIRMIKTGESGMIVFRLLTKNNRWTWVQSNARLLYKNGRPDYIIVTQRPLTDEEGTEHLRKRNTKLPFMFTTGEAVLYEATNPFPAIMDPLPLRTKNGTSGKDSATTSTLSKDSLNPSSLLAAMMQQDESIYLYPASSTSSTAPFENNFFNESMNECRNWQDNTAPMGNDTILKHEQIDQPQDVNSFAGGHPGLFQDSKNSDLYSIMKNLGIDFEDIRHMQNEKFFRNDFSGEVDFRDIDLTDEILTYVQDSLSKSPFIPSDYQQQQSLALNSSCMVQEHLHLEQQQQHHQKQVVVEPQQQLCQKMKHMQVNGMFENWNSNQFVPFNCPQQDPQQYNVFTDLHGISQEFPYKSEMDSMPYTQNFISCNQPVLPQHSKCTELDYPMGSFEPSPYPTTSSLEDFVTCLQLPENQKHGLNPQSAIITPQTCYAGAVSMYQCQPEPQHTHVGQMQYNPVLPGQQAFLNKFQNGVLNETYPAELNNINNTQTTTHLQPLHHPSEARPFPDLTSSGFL
AGP1 TOR yeast: yeast TOR pathway AGP1-GFP modulation; 320,000 compounds, 0.02% hits; GFP response vs DMSO, % at 10 µM; S. cerevisiae AGP1-GFP multiplex flow cytometry, 3 h; GFP as percent of DMSO wells;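 active = GFP response relative to DMSO above a set limit, near screen average plus 3 SD, cut at about 150% in these data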;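 note: median GFP channel fluorescence of the gated AGP1 strain per well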
MEP2 TOR yeast: yeast TOR pathway MEP2-GFP modulation | S. cerevisiae MEP2-GFP strain, flow cytometry GFP, 3 h; 100% = DMSO control level | GFP response vs DMSO, % at 10 µM | 330,000 compounds, 0.51% hits | AID 2016;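 active = GFP response versus DMSO above a set limit, roughly screen mean plus 3 SD, cut at about 180% in these data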;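 note: median GFP fluorescence of the barcode-gated MEP2-GFP cells per well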
RPL19A TOR yeast: alters RPL19A-GFP fluorescence in TOR pathway yeast screen; S. cerevisiae RPL19A-GFP strain, flow cytometry, 3 h; stronger effect = lower value; percent response vs DMSO, % at 10 µM; 330,000 compounds, 0.3% hits;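 active = percent response vs DMSO below 50%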;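 note: median channel GFP fluorescence of the barcoded RPL19A-GFP strain; ratio of sample median GFP to plate DMSO average so 100% = DMSO; lower means less RPL19A-GFP as with rapamycin TOR inhibition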
LAP4-GFP MLPCN: alters LAP4-GFP fluorescence in TOR pathway yeast screen. GFP response vs DMSO, % at 10 µM. AID 2023. S. cerevisiae LAP4-GFP multiplex, flow cytometry GFP, 3 h; median GFP as percent of DMSO wells. 320,000 compounds, 0.34% hits;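 active = GFP response vs DMSO above a set limit, about the screen mean plus 3 SD, cut at about 150% in these data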
CIT2-GFP yeast: modulators of TOR pathway CIT2-GFP in S. cerevisiae. GFP response vs DMSO, % at 10 µM. 320,000 compounds, 0.065% hits. S. cerevisiae CIT2-GFP strain, flow cytometry, 3 h; 100 means same as DMSO wells;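 active = GFP response relative to DMSO above a set limit, near the screen mean plus 3 SD, cut at about 150% in these data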;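 note: ratio of well median GFP fluorescence to mean of DMSO wells on the plate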
proCasp7 act: counter-screen for procaspase-3 activators: activators of human procaspase-7; P55210; activation, % at 8.5 µM; recombinant procaspase-7, Ac-DEVD-pNA absorbance 405 nm; D23A/D198A/D206A triple mutant, cannot self-cleave; scale: DMSO 0, 5 µM enzyme 100; 330,000 compounds, 0.093% hits;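 active = percent activation above the screen-wide mean plus 3 SD, cut at about 25% in these data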
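signal = Epi-absorbance of released pNA at 405 nm, two timepoints | assay system = Uncleavable procaspase-7 mutant enzyme | reagent = Ac-DEVD-pNA substrate, 400 µM as added | times = 1 h enzyme–compound preincubation and 2 h substrate reaction, both 25 °C | benchmarks = low DMSO alone, high DMSO plus 5 µM PC-7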
Starred values were filed as active, the others as inactive; · = not tested or not shown.

SMILES	proCasp3 act	AHR act	AGP1 TOR yeast	MEP2 TOR yeast	RPL19A TOR yeast	LAP4-GFP MLPCN	CIT2-GFP yeast	proCasp7 act
CCOC(=O)c1cnc(SCC(=O)N2CCN(c3ccccc3)CC2)nc1N	0	10	96	99	94	100	96	-4
CCOC(=O)N1CCN(C(=O)c2ccc3nc4ccc(Cl)cc4c(=O)n3c2)CC1	2	5	106	104	103	106	107	8
CCOc1ccc2oc(C(=O)N(CCOC)c3c(N)n(CC(C)C)c(=O)[nH]c3=O)c(C)c2c1	6	1	106	103	104	105	98	5
COc1cccc(CN2CCNC(=O)C2CC(=O)NCCn2nc(C)cc2C)c1OC (configuration not stated)	8	0	100	114	98	106	106	6
Cc1ccc(S(=O)(=O)N2CCN(C3CC(=O)N(c4ccc(F)cc4)C3=O)CC2)cc1C (configuration not stated)	9	2	91	94	94	93	87	6
Cc1cccc(C(=O)Nc2nnc(C3=COCCO3)o2)c1	-6	1	106	99	100	97	102	-6
CC1(C)CC(=O)C2=C(C1)NC1=C(C(=O)c3ccccc31)C2c1ccc(O)cc1 (configuration not stated)	-5	1	113	107	108	96	106	3
CN1C=CC=C/C1=C1/N=C(c2ccccc2)OC1=O	-4	1	101	95	97	114	88	15
Cc1ccc(N2CCN(c3ccc(C)cc3)C2c2cccnc2)cc1	-4	2	107	111	105	120	107	15
O=C(OCCN1CCCCC1)c1ccc(O)cc1	-3	1	91	94	91	93	100	-5
CC(/C=C1\SC(=S)N(NC(=O)c2ccncc2)C1=O)=C\c1ccccc1	-3	2	95	100	98	102	91	-8
Cc1ccnc(SCCn2c(N3CCN(C)CC3)nc3c2c(=O)n(C)c(=O)n3C)n1	-4	1	·	92	101	·	·	4

Next part; the last five above are carried over.
SMILES	proCasp3 act	AHR act	AGP1 TOR yeast	MEP2 TOR yeast	RPL19A TOR yeast	LAP4-GFP MLPCN	CIT2-GFP yeast	proCasp7 act
CN1C=CC=C/C1=C1/N=C(c2ccccc2)OC1=O	-4	1	101	95	97	114	88	15
Cc1ccc(N2CCN(c3ccc(C)cc3)C2c2cccnc2)cc1	-4	2	107	111	105	120	107	15
O=C(OCCN1CCCCC1)c1ccc(O)cc1	-3	1	91	94	91	93	100	-5
CC(/C=C1\SC(=S)N(NC(=O)c2ccncc2)C1=O)=C\c1ccccc1	-3	2	95	100	98	102	91	-8
Cc1ccnc(SCCn2c(N3CCN(C)CC3)nc3c2c(=O)n(C)c(=O)n3C)n1	-4	1	·	92	101	·	·	4
Cc1cc(NC2CCCCC2)nc(NCc2ccccc2)n1	1	3	108	114	111	103	115	5
Cc1c(C(=O)N2CCN(Cc3ccc4c(c3)OCO4)CC2)sc2ncnc(N3CCN(c4ccccc4)CC3)c12	4	0	103	92	101	106	100	2
COc1ccc(NC(=O)C(NS(=O)(=O)c2cccs2)C(C)C)cc1Cl (configuration not stated)	-6	2	106	114	100	107	108	-6
CCCc1[nH]n(-c2ccc([N+](=O)[O-])cc2)c(=O)c1C=NCCCn1ccnc1	-5	14	103	104	98	99	93	6
O=C(N/N=C/c1ccc([N+](=O)[O-])cc1)c1cccs1	-3	-1	96	97	94	107	90	13
CS(=O)(=O)N1CCc2cc(C(=O)OCC(=O)c3ccccc3)ccc21	3	0	106	102	100	102	103	8
CCOC(=O)c1ccc(NC(=O)COc2cc3oc(=O)c(CC(C)O)c(C)c3cc2Cl)cc1 (configuration not stated)	3	-1	99	98	98	99	96	4
O=S1(=O)CCC(NC(=S)Nc2ccccc2)C1 (configuration not stated)	-17	-1	99	95	101	103	98	5
O=C1/C(=C/c2cccc(Br)c2)SC(=S)N1/N=C/c1cc([N+](=O)[O-])ccc1O	-7	3	101	105	98	112	94	-29
CCCN1C(=O)CC(Sc2ncccc2C(=O)O)C1=O (configuration not stated)	3	1	104	97	96	106	89	-5
O=C(COC(=O)CN1C(=O)c2ccccc2C1=O)Nc1ncc(Cl)cc1Cl	-11	9	105	94	·	101	108	6
O=C(Cc1ccccc1)NCC(=O)Nc1ccccc1Br	4	0	101	107	103	101	105	11

The final 5 entries of the part before lead into the next:
SMILES	proCasp3 act	AHR act	AGP1 TOR yeast	MEP2 TOR yeast	RPL19A TOR yeast	LAP4-GFP MLPCN	CIT2-GFP yeast	proCasp7 act
O=S1(=O)CCC(NC(=S)Nc2ccccc2)C1 (configuration not stated)	-17	-1	99	95	101	103	98	5
O=C1/C(=C/c2cccc(Br)c2)SC(=S)N1/N=C/c1cc([N+](=O)[O-])ccc1O	-7	3	101	105	98	112	94	-29
CCCN1C(=O)CC(Sc2ncccc2C(=O)O)C1=O (configuration not stated)	3	1	104	97	96	106	89	-5
O=C(COC(=O)CN1C(=O)c2ccccc2C1=O)Nc1ncc(Cl)cc1Cl	-11	9	105	94	·	101	108	6
O=C(Cc1ccccc1)NCC(=O)Nc1ccccc1Br	4	0	101	107	103	101	105	11
N#Cc1c(N)nc(N)nc1Nc1ccc(Br)cc1	8	83*	98	92	104	96	102	-12
CCC(=O)Nc1ccc(NC(=O)CSc2nnc(-c3ccc(O)cc3)n2CC2CCCO2)cc1 (configuration not stated)	-1	0	112	107	104	115	99	0
CCCCSc1nc2c(cnn2-c2ccc(C)c(C)c2)c(=O)[nH]1	3	4	107	106	106	111	104	-2
Cc1ccc(C)c(S(=O)(=O)Nc2ccc(C(=O)N3CCCCC3)cc2)c1	-4	-2	90	97	91	100	94	-1
COc1ccccc1OCC(=O)Nc1nonc1NC(=O)COc1ccccc1OC	-9	1	97	96	101	92	96	-2
CCC1=NN(C(=O)c2ccc(Cl)cc2)C(O)(c2ccccc2)C1 (configuration not stated)	3	2	95	96	99	91	90	1
CCCNC(=O)c1[nH]c(C)c(C(=O)OCC)c1C	1	5	111	107	105	109	111	1
CC(C)NC(=O)C1CCCN(S(=O)(=O)c2cccs2)C1 (configuration not stated)	4	-1	103	145	101	99	107	3
Cc1cc(Cl)c2oc(C(=O)N3CCN(c4cccc(C)n4)CC3)c(C)c2c1	7	13	87	97	91	82	106	5
O=C1/C(=C/c2coc3ccc(O)cc3c2=O)SC(=S)N1c1ccccc1	-8	4	110	112	103	102	107	-16
COc1ccccc1CN(Cc1cc2cc(C)ccc2[nH]c1=O)Cc1nnnn1Cc1ccco1	-23	17	94	107	98	96	106	-25
COc1cc(-c2n[nH]c(=S)n2-c2ccc(C)cc2)cc(OC)c1OC	-1	3	110	104	106	101	103	-7
CCC1(CC)NC(=O)N(CC(=O)Nc2sc3c(c2C(N)=O)CCC3)C1=O	0	3	106	102	99	99	102	-1
CC(C)N(Cc1nc(COc2ccccc2)no1)Cc1nccn1C	2	9	93	96	88	92	107	2
COc1cccc(-c2cccc(NC(=O)C3CCN(Cc4ccc(C)o4)CC3)c2)c1	-7	8	88	93	86	84	81	-10
O=C(O)/C=C/C(=O)Nc1ccc(Cl)cc1C(=O)c1ccccc1	-17	0	107	96	100	104	101	-5
NC(=O)c1ccc(NC(=O)COC(=O)c2ccc(Cl)nc2)cc1	5	-2	89	86	92	75	89	-3
Cc1cc(C(=O)NNC(=O)Nc2ccc(Cl)cc2)no1	0	3	100	95	100	97	95	10
COc1ccc(S(=O)(=O)N(C)C[C@H]2Oc3c(NC(=O)Nc4ccc5c(c4)OCO5)cccc3C(=O)N([C@H](C)CO)C[C@@H]2C)cc1	-5	-1	90	92	89	99	85	-6
COc1ccc(C(C(=O)NC(C)(C)C)N(Cc2ccccc2)C(=O)CCC(=O)Nc2cc(C)on2)cc1 (configuration not stated)	3	-1	105	110	106	94	101	0
COc1cc2cc(C(=O)O)n(C)c2c(OC)c1OC	-10	2	109	108	104	110	112	-5
CC(C)OC(=O)C1C(=O)CC(C)(O)C(C(=O)OC(C)C)C1c1ccc([N+](=O)[O-])cc1 (configuration not stated)	2	1	96	109	94	100	91	-2
C[C@]1(C2CCCC2)Cc2cc(OCC(=O)O)c(Cl)c(Cl)c2C1=O	4	-2	101	97	103	116	96	-8
CC1(C)Cc2c(c(N3CCOCC3)nc3sc(C(=O)Nc4ccccc4)c(N)c23)CO1	5	-2	102	113	98	104	102	-8
S=C1NCCOCCOCCOCCNC(=S)NCCOCCOCCOCCN1	5	0	103	106	101	101	97	-1
CC(CCc1ccccc1)NC(=O)CCC(=O)N1CCC(C(=O)O)CC1 (configuration not stated)	4	-1	88	115	95	88	95	-12
Cc1cccc(-n2ncc3c(NCc4cccnc4)ncnc32)c1	3	33	104	104	101	105	97	-4
O=C(CC(O)(c1ccccc1)C(F)(F)C(F)F)c1cccs1 (configuration not stated)	-7	0	99	104	98	109	97	-10
Cc1ccc(N=C2SCCCN2C(=O)c2cccc(N3C(=O)CCC3=O)c2)cc1Cl	3	3	106	105	104	110	107	-9
N#C/C(=C\c1ccc(Oc2ccc(C(F)(F)F)cc2[N+](=O)[O-])cc1)c1nc2ccccc2[nH]1	2	15	104	112	101	105	104	7
COc1ccc(-n2nc3cc(C)c(NC(=O)c4cccnc4)cc3n2)cc1	6	1	96	93	88	91	96	-1
CCOCCCNCc1ccc(OCc2ccccc2Cl)cc1	1	2	102	106	110	95	105	-5
CC(=O)Nc1ccc(S(=O)(=O)NC2(C(F)(F)F)C(=O)Nc3c2c(=O)[nH]c(=O)n3Cc2cccnc2)cc1 (configuration not stated)	-8	0	107	101	100	100	104	10
CC[C@@H](C)[C@@H]1CN([C@@H](CN2CCC[C@H]2CN2C(N)=NC[C@H]2C(C)C)C(C)C)C(=N)N1CCc1ccc(Cl)c(Cl)c1	1	-2	106	101	105	101	104	5
COc1cccc(C(=O)OCC(=O)N2CCc3ccccc3C2)c1	-4	6	105	111	101	113	101	3
COc1cc2c(OC)cccc2cc1C(=O)O	-1	-1	89	101	91	135	88	1
Cc1ccc(-n2ncc3c(=O)n(CC(=O)NCC4CCCO4)cnc32)cc1 (configuration not stated)	2	0	·	84	90	94	94	9

Screens deposited in PubChem BioAssay by several laboratories.
